# DAX1 inh-1: inhibitors of human orphan nuclear receptor DAX1 (NR0B1). AID 504766. hit rate 0.99% among 340,000. HEK293 Gal4-DAX1 luciferase reporter, luminescence. inhibition, % at 6.75 µM;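 active means inhibition above the mean over all tested compounds plus 3 SD, cut at about 4.2% in these data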;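 further: 0% = DAX1-transfected cells with DMSO and 100% = empty-vector control cells with DMSO; inhibition shows as a rise in luminescence from relieved DAX1 repression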
# Target sequence (P51843 207-470 limits assumed): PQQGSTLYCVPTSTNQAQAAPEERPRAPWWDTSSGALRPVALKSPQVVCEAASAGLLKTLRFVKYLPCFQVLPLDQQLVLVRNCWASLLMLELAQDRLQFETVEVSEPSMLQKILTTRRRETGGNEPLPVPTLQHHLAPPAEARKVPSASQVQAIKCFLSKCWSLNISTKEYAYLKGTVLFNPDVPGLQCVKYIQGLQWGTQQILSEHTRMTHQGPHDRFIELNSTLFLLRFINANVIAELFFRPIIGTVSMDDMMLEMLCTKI
# FXN GAA850 act: activators of GAA850 frataxin (FXN) promoter; HEK293 lucGAA850 FXN promoter luciferase reporter, 24 h; percent of 10 µM SAHA response; AID 540364; hit rate 0.56% among 360,000; activation, % at 6 µM;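 active means activation above the average of all compounds screened plus 3 SD, cutoff fixed separately per campaign, cut at about 7.5% in these data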;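 further: 0% = DMSO wells and 100% = 10 µM SAHA wells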
# ssDAF-12 act: activators of S. stercoralis DAF-12 nuclear receptor. activation, % at 6.8 µM. AID 652126. hit rate 1% among 370,000. HEK293 ssDAF-12/GRIP1 lit1-tk-luc reporter, luminescence; % of 3 µM dafachronic acid response;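 active means activation above the mean over all tested compounds plus 3 SD, cut at about 0.9% in these data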;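 further: 0% = DMSO-only wells and 100% = 3 µM delta7-dafachronic acid wells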
# hcDAF-12 act: activates DAF-12 receptor from parasite H. contortus. HEK293 hcDAF-12 lit1-tk-luc reporter, luminescence; 0% DMSO, 100% Δ7-dafachronic acid. activation, % at 6.8 µM. hit rate 1.4% among 370,000;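 active means activation above the mean of all tested compounds plus 3 SD, cut at about 5.5% in these data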;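 further: 100% = response to 3 µM Δ7-dafachronic acid high control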
# SMARCA2 activ: activators of SMARCA2 function | hit rate 1% among 370,000 | MG213 cells, MMTV-luciferase reporter, dexamethasone, overnight | activation, % at 9.1 µM | AID 652017; in the data active means activation above about 7.8%;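 further: 0% = vehicle wells and 100% = reference activator wells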
# hgDAF12 agonist: hgDAF-12 agonism, primary luciferase screen; hit rate 1.8% among 370,000; AID 687014; HEK293 GAL4-hgDAF12 UAS-luciferase reporter, agonist luminescence; normalized to butyrate control; activation, % at 6.8 µM;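 active means activation above a cutoff set at the mean of all screened compounds plus 3 SD, cut at about 10% in these data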;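 further: 0% = DMSO wells and 100% = sodium butyrate wells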
# NPR2 activator: GC-B (human) receptor activation; P20594; HEK293-GC-B cells, CNP EC30, cGMP TR-FRET; 0% at EC30 CNP, 100% saturating CNP; activation, % at 10 µM; hit rate 0.11% among 370,000; AID 1920062;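 active means activation at 10 µM reaching about 35% in either raw or pattern-adjusted values, limit read from the data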
# KLK7 zymogen act: activates the human kallikrein-7 zymogen; P49862; purified proKLK7, EDANS-DABCYL substrate fluorescence; 100% is mature enzyme control, 0% vehicle; activation, % at 7 µM; hit rate 0.9% among 370,000;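 active means activation above the mean of all tested compounds plus 3 SD, computed per campaign excluding outliers beyond control limits, cut at about 13% in these data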
# Target sequence (P49862 whole entry, looked up): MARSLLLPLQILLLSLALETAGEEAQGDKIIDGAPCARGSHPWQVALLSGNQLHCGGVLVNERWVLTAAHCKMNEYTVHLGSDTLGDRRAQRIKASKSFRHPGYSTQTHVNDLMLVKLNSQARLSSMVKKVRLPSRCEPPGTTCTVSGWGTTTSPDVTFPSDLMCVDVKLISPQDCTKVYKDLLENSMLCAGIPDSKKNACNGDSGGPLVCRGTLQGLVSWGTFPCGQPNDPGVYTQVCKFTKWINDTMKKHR
# DAX1 inh-2: DAX1 (NR0B1) inhibition, primary screen; AID 652010; inhibition, % at 6.8 µM; HEK293T StAR-luciferase reporter, SF-1/DAX-1 repression relief; hit rate 1.1% among 370,000;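 active means inhibition above the mean over all tested compounds plus 3 SD, cut at about 3.6% in these data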;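 further: 0% = DAX-1 cells with DMSO and 100% = cells lacking DAX-1 with DMSO; higher inhibition means more luminescence from relief of DAX-1 repression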
# GC-A act: GC-A (human) enzyme activation. P16066. HEK293 GC-A cells, cGMP TR-FRET, EC30 ANP; 0% at EC30 ANP, 100% saturating ANP. activation, % at 10 µM. hit rate 0.14% among 370,000. AID 1671463; in the data active means activation above about 40%
# HGIII-sPLA2 inh: Blocks human group III sPLA2 activity. hit rate 0.56% among 370,000. Q9NZ20. QFRET BODIPY PC-A2 liposome hydrolysis, fluorescence. inhibition, % at 12.2 µM;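 active means inhibition above mean plus 3 SD of compounds lying within the high and low control bounds, cut at about 19% in these data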;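 further: 0% = median of test compound wells and 100% = no enzyme DMSO wells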
# Target sequence (Q9NZ20 whole entry, looked up): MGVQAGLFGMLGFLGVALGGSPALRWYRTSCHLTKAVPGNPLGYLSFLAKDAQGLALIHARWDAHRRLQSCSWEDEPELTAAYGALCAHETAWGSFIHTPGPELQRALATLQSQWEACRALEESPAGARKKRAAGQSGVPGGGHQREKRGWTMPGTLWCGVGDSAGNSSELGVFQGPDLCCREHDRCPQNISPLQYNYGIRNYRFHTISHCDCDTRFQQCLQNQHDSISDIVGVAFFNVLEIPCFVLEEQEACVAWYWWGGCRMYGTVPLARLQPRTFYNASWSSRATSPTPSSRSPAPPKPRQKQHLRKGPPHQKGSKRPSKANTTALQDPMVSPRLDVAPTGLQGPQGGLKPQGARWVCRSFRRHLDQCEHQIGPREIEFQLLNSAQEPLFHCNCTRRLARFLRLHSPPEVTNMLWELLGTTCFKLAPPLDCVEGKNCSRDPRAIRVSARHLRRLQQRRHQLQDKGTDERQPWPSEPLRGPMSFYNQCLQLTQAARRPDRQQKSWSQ
# Active calls of the source: *; . = no result given.
# Every second line gives: DAX1 inh-1	FXN GAA850 act	ssDAF-12 act	hcDAF-12 act	SMARCA2 activ	hgDAF12 agonist	NPR2 activator	KLK7 zymogen act	DAX1 inh-2	GC-A act	HGIII-sPLA2 inh
[1] CCC(C(=O)Nc1ccc(OC)c(Cl)c1)c1ccccc1 (stereo unspecified)
  -0.3	-1.2	-1.4	-1.4	-1	-0.2	-7	1.0	-0.9	-7	-20
[2] COc1ccc(OCCC(=O)OCC(=O)NCc2ccccc2OC)cc1
  0.8	0.3	-0.8	0.6	-2	3.5	0	-0.4	0.1	1	-2
[3] Cc1nn2c(-c3ccccn3)ccnc2c1Cl
  -1.2	-0.1	-2.2	-1.4	1	0.4	0	-0.5	0.0	4	6
[4] CC(NC(=O)COC(=O)C1(C)CC1(Cl)Cl)c1ccccc1 (stereo unspecified)
  1.7	0.1	-0.8	-0.6	-2	-0.5	5	-0.5	3.6*	2	-2
[5] Cc1ccccc1Nc1nc(-c2sc(NC(=O)c3ccco3)nc2C)cs1
  0.1	-0.8	-0.9	-0.3	1	0.4	4	-0.1	-0.2	-1	-2
[6] C/C=C(\C)C(=O)N1CC2(CC(c3cccc(NC(=O)COc4ccc(Cl)cc4)c3)=NO2)C[C@@H]1C(N)=O (stereo partly specified)
  2.1	0.8	-1.4	-1.1	0	1.2	2	0.6	0.0	-1	-13
[7] CC(=O)c1ccc(NC(=O)COC(=O)c2c3c(nc4ccccc24)/C(=C\c2cccs2)CCC3)cc1
  -2.6	-1.4	-2.2	-2.3	-7	-0.3	0	-4.3	-2.2	0	-7
[8] Cc1ccc(C(=O)O/N=C\c2ccc(N3CCCCC3)c([N+](=O)[O-])c2)cc1
  0.4	4.8	-0.9	-1.5	-3	1.9	-4	0.6	-0.5	1	7
[9] O=C(COC(=O)CCCNC(=O)c1ccc(Cl)cc1)Nc1cc(Cl)ccc1Cl
  -0.5	0.8	-0.3	-0.1	-2	-1.5	-2	0.0	1.0	-3	14
[10] COc1ccc(CCNS(=O)(=O)c2cc3c(cc2C)NC(=O)CO3)cc1OC
  -0.1	-0.4	-0.7	-1.5	-1	0.3	7	0.6	0.1	-1	3
[11] O=C(Nc1cccc2c1[nH]c(=O)c1ccccc12)C(F)(F)F
  3.4	1.3	-0.7	-0.9	0	6.4	4	-0.7	4.0*	0	18
[12] Cc1ccc(/C=N/NC(=O)c2cccs2)s1
  0.6	4.9	-0.7	1.9	5	9.3	5	-0.1	3.4	2	2
[13] CCOC(=O)c1sc2nc(CSCC(=O)OCc3ccc(C(=O)OC)o3)[nH]c(=O)c2c1C
  0.2	-2.7	-1.4	-1.5	5	-1.8	-8	1.7	-0.3	4	-14
[14] O=C(/C=C\Nc1cccc(F)c1)c1cccs1
  3.1	5.3	1.5*	9.8*	5	8.0	-7	-0.1	3.6*	1	2
[15] O=C(CNc1cccc(S(=O)(=O)N2CCCCC2)c1)Nc1ccccc1F
  -1.2	0.9	-0.9	-1.3	-1	0.4	3	0.8	-2.1	0	-15
[16] CN(C1CCCCC1)S(=O)(=O)c1ccc(NC(=O)C2CCCCC2C(=O)O)cc1 (stereo unspecified)
  0.7	0.1	-1.9	-1.1	-1	-0.2	1	-0.1	0.2	3	-6
[17] Cc1ccc(NC(=O)CC[C@H]2O[C@@H](n3cnc4c(NC(=O)c5ccccc5)ncnc43)[C@H](O)[C@@H]2O)cc1C
  .	.	-1.1	-1.0	-1	1.0	-1	-0.6	-0.1	2	1
[18] CN(C)C(CNC(=O)CCNC(=O)c1ccccc1Cl)c1ccco1 (stereo unspecified)
  1.6	0.3	-0.7	-0.6	-2	1.3	-8	-0.2	0.3	5	3
[19] O=C(CCCNC(=O)c1ccc(Cl)cc1)NCc1ccc(F)cc1
  -0.2	0.1	-0.9	-0.9	3	-0.1	-10	-0.1	-0.3	-1	-3
[20] Cc1cc(NC(=O)Cn2nc(C(F)(F)F)c3c2CCC3)no1
  -1.0	-1.9	-1.4	-1.2	0	0.1	7	0.4	-0.1	1	0
[21] COc1ccccc1NC(=O)c1sc(NC(=O)c2ccco2)c(C#N)c1C
  -0.5	1.9	-1.7	1.1	-3	1.1	-2	-1.1	0.8	3	9
[22] CCS(=O)(=O)c1nc(S(=O)(=O)c2ccc(C)cc2)c(N2CCOCC2)s1
  0.3	-0.1	-1.2	-0.2	-2	-1.8	2	-0.2	-0.3	-1	-3
[23] COc1cc(/C=C/C(=O)OCC(=O)N(C)Cc2ccccc2)ccc1O
  0.2	0.6	-1.4	-0.3	-3	-1.0	-1	0.2	-2.1	0	-3
[24] C=CCc1cccc(/C=N/NC(=O)c2ccccc2Br)c1O
  0.1	-0.3	-1.6	-0.7	-1	-2.2	-11	-5.7	-0.5	-16	12
[25] O=C(N/N=C/c1ccc(O)cc1)c1csc2ccccc12
  1.1	0.3	-1.1	0.2	3	3.5	1	0.4	0.2	-1	-7
[26] Brc1ccccc1-c1nc2c3ccccc3ncn2n1
  1.8	3.6	-0.1	6.0*	1	11*	-1	1.1	4.6*	0	-24
[27] CCOC(=O)c1cnc(-n2nc(C)cc2C)nc1NC1CCCCC1
  -4.2	-1.8	-2.7	-4.4	-6	-10	-2	-0.6	-3.7	-2	11
[28] O=C(NNC(=O)C1CCC1)c1ccccc1F
  0.2	-0.1	-0.6	-0.3	-2	0.7	3	0.2	0.9	5	6
[29] C=CCNC(=O)Cc1c(OC)ccc2cc(Br)ccc12
  0.1	0.5	-2.1	-1.6	-5	-1.7	-6	-0.7	-1.4	-3	2
[30] CC(C)CC(=O)Nc1nnc(S(=O)(=O)N2CCc3ccccc32)s1
  0.1	0.4	-1.8	0.3	4	1.6	-9	-0.1	0.4	-12	-8
[31] COc1ccccc1C1C2=C(CC(C)(C)CC2=O)N(CC(=O)O)C2=C1C(=O)CC(C)(C)C2
  1.4	-1.0	-1.4	-1.7	-2	-1.9	2	21*	-0.4	-5	7
[32] N#CC1(NC(=O)CSc2nnc3n2CCCCC3)CCCCC1
  -0.4	-0.1	-1.2	-1.1	-3	-0.3	-3	0.1	-1.0	0	0
[33] O=[N+]([O-])c1ccc(NN=CC2CCCCCC2)c([N+](=O)[O-])c1
  .	.	-0.4	-0.2	-5	0.2	6	0.3	0.7	0	6
[34] O=C(COc1cccc2ccccc12)Nc1ccc(Cl)cc1C(=O)O
  0.9	-0.5	-0.1	1.0	2	3.0	-2	0.5	-0.2	-4	-40
[35] CN1C(C(=O)NCC2CC2)CC2Cn3c(nc4cc5ccccc5cc43)C21 (stereo unspecified)
  0.0	1.0	-1.0	-0.7	0	2.0	-1	0.1	0.4	4	0
[36] O=C(CC(c1ccccc1)c1cc(Cl)ccc1O)N1CCCC1 (stereo unspecified)
  -1.6	-0.2	-1.2	1.4	-1	-3.2	-19	-0.3	-0.5	-25	-17
[37] CCN(C(=O)COC(=O)/C=C/c1ccc(OC)c(OC)c1)c1c(N)n(Cc2ccccc2)c(=O)[nH]c1=O
  -0.4	-1.5	-1.4	-0.9	0	-1.8	5	-9.1	0.3	1	19
[38] COc1ccccc1CN1CC(C(=O)N(C)Cc2[nH]c3ccccc3c2C)CCC1=O (stereo unspecified)
  1.5	-1.0	-0.9	4.6	0	-2.5	-4	0.4	-0.4	0	-24
[39] CC1CCN(CC(=O)N2CCc3ccccc32)CC1
  0.7	4.3	-0.5	1.5	4	3.9	9	0.8	-0.1	2	2
[40] CCC(OC(=O)c1cccs1)C(=O)NC1CCCCC1 (stereo unspecified)
  1.5	0.5	-0.8	-1.2	-3	-3.8	3	-0.1	-0.3	0	6
[41] CN1C(=O)CC(N2CCN(c3ncccn3)CC2)C1=O (stereo unspecified)
  0.3	0.1	-1.0	1.3	-4	-2.0	-1	0.1	-0.3	-1	3
[42] COc1cc(OC)cc(-c2nc(N)n[nH]2)c1
  0.4	-2.1	-1.2	0.5	-2	-1.9	1	-0.4	-0.1	-5	-4
[43] N#CCOc1ccccc1/C=C/c1nc2ccccc2c(=O)[nH]1
  -0.1	2.4	-1.1	0.5	4	4.8	-4	0.5	0.5	1	-7
[44] COc1ccccc1-c1ccc(Nc2cccc(C(C)=O)c2)nn1
  0.9	3.5	-1.7	1.1	5	4.1	5	-0.1	0.5	4	0
[45] CC(=O)c1ccc(OCc2ncc(C(F)(F)F)cc2Cl)cc1
  3.6	0.6	-0.2	-1.2	0	3.9	-5	-0.4	0.5	1	-1
[46] Cc1ccc(Cc2ccc(C(=O)NNC(N)=S)o2)cc1
  -1.6	1.1	-0.8	-1.0	0	0.1	5	0.4	0.8	1	18
[47] NS(=O)(=O)c1ccc(NC(=S)NCc2ccco2)cc1
  1.6	3.0	-0.6	7.2*	-1	1.3	3	0.1	-0.2	3	0
[48] COc1ccc(NC(=S)N2CCCC2)cc1OC
  0.7	1.9	-1.4	-1.9	1	0.9	-2	-0.8	0.2	0	4
[49] COc1ccc(C(=O)N/C(=C/c2ccco2)C(=O)NCc2ccco2)cc1
  0.3	0.5	-0.5	-0.4	-1	-1.9	0	1.0	-0.3	-1	7
[50] COc1ccc(C(=O)N/C(=C\c2cn(C)c3ccccc23)C(=O)NCCCn2ccnc2)cc1
  -0.5	-1.8	0.2	0.5	-1	-1.1	-6	0.2	0.2	2	-9

# Later entries
# Every second line gives: DAX1 inh-1	FXN GAA850 act	ssDAF-12 act	hcDAF-12 act	SMARCA2 activ	hgDAF12 agonist	NPR2 activator	KLK7 zymogen act	DAX1 inh-2	GC-A act	HGIII-sPLA2 inh
[51] CC(=O)c1ccc(NC(=O)CSc2nc(=O)n(CCN3CCOCC3)c3c2CCC3)cc1
  1.5	1.4	-0.7	0.3	-2	-0.7	-15	0.6	-0.1	-3	-2
[52] NS(=O)(=O)c1ccc(NC(=S)N2CCN(c3ccccc3)CC2)cc1
  -1.6	1.4	-1.5	-0.9	-2	-4.2	2	0.4	-0.6	2	8
[53] Cn1cc(SCC(=O)Nc2nc3ccccc3s2)c2ccccc21
  1.9	-0.3	-0.2	2.4	2	2.7	-1	0.1	-0.2	-5	-18
[54] O=C(CSc1nnc2ccccn12)c1ccc2c(c1)OCCO2
  3.4	4.3	0.2	6.6*	5	8.7	2	0.4	3.8*	2	-18
[55] Cc1ccc(C2=CSC3=NNC4(CCCCC4)NN23)cc1
  2.0	1.1	-0.9	0.8	0	4.4	2	-0.4	-0.2	7	-6
[56] CC(C)C(NS(=O)(=O)c1cccc2nsnc12)C(=O)N1CCn2c1nc1ccccc12 (stereo unspecified)
  2.6	-1.6	-1.2	-3.0	-3	-1.5	-2	0.4	0.7	-3	-3
[57] Cc1ccc(NC(=O)N2CCC(c3nc4c(nnn4Cc4cccc(Cl)c4)c(=O)[nH]3)CC2)cc1
  0.8	1.5	-2.3	-3.2	-3	-3.1	-4	0.8	-0.3	2	-58
[58] O=C(Oc1ccc(NC(=O)c2cc3c(cc2Br)OCO3)cc1)c1ccccc1
  -1.4	3.8	-0.6	-1.1	-3	1.7	-4	-0.1	0.1	-3	7
[59] O=C(CC1Sc2ccccc2NC1=O)NNC(=O)Nc1ccc(Cl)cc1 (stereo unspecified)
  -0.3	0.6	-0.5	-1.6	-3	0.3	2	0.5	0.5	0	5

# Bioassay records: PubChem, several laboratories

# Compounds as they come; 6.7% or so of the library scored in one or more.
